Screening results from PubChem.
CHT allo act = CHT positive allosteric modulators, primary screen, cell-based, membrane potential dye, choline EC20; High affinity choline transporter 1 (Homo sapiens), Q9GZV3; B-score at 10 µM; actives 0.49% (n = 310,000); CHT-expressing cells; stronger effect = higher value; LV-AA mutant CHT in HEK293 cells;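 active = initial fluorescence not abnormally high and integrated response B-score, plate-corrected, over 3 SD above library mean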
Target sequence (Q9GZV3 whole entry, looked up): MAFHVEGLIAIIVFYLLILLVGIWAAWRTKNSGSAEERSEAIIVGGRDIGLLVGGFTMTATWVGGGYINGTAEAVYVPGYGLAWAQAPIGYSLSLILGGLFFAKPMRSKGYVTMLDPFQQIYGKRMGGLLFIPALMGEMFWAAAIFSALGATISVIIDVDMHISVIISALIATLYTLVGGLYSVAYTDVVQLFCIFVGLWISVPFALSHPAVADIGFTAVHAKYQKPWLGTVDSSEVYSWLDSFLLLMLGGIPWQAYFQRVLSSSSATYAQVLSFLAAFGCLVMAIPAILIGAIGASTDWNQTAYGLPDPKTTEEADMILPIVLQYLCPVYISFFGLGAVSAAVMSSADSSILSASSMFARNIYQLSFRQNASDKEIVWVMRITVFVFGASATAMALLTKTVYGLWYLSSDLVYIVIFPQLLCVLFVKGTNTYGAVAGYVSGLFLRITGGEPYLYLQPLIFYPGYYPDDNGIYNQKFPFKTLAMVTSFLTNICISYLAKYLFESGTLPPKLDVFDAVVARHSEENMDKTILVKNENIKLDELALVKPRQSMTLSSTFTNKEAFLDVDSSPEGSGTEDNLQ
OX1R antag-1 = antagonists of human orexin 1 receptor (OX1R); Orexin/Hypocretin receptor type 1 (Homo sapiens), O43613; AID 485270, 2010; actives 1.8% (n = 330,000); inhibition, % at 6.6 µM; OX1R-expressing cells, FRET antagonist read-out; in the data active = inhibition mostly above about 38%, no sharp cut-off; inactive = mostly below about 40%;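 note: 0% = agonist challenge alone and 100% = reference antagonist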
Target sequence (O43613 whole entry, looked up): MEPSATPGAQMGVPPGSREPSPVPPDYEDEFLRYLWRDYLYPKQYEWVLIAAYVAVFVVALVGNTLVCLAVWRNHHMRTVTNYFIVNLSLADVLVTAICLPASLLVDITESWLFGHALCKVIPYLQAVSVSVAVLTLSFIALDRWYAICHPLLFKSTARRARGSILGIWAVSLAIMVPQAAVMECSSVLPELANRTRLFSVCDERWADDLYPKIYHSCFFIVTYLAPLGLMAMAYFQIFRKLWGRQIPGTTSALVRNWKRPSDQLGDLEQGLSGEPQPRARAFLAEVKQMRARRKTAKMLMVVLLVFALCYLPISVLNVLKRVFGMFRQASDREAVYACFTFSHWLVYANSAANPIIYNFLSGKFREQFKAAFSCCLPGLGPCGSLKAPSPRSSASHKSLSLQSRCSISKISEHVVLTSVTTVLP
OX1R antag-2 = OX1R (HCRTR1) antagonists, primary screen, fluorescence, CHO/OX1R cells, Fluo-8 calcium, orexin A. Orexin/Hypocretin receptor type 1 (Homo sapiens), O43613. Fluo-8 calcium fluorescence. inhibition, % at 5 µM. actives 0.43% (n = 330,000). AID 434989, 2010;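 active = inhibition above its plate's threshold, mean inhibition of all tested compounds on the plate plus 3 SD, cut at about 37% in these data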;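 note: 0% = orexin A challenge wells and 100% = SB-334867-A antagonist wells; not every result past the cut was called active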
The depositor's hits bear a star; i = inactive; x = no result given.

SMILES	CHT allo act	OX1R antag-1	OX1R antag-2
O=C1C2C(C(=O)N1/N=C/c1cccc([N+](=O)[O-])c1)C1C=CC2C12CC2 (centres undefined)	i	21.6	-13.1
Cc1ccc(C(=O)COC(=O)COc2ccccc2C)cc1	i	-6.2	-19.8
O=C(O)c1ccc(N2CC3CC(C2)c2cccc(=O)n2C3)c(NS(=O)(=O)c2cccc(C(F)(F)F)c2)c1 (centres undefined)	i	8.4	3.7
CCOc1ccc(CNc2ccc(CNc3ncn[nH]3)cc2)cc1	i	1.2	-14.1
COCCNC(=O)C1CCC(CNS(=O)(=O)c2ccccc2)CC1 (centres undefined)	i	-1.7	-11.5
Cc1cccc(NNC(=O)C(=O)NNc2cccc(C)c2)c1	i	2.4	-10.9
Cc1ccc(S(=O)(=O)N2[C@@H](c3ccc(Br)cc3)C(C(=O)O)=C[C@H]2C(C)(C)C)cc1	x	12.3	-4.2
CCS(=O)(=O)c1ccc2c(c1)N(S(C)(=O)=O)CC(C(=O)NN)O2 (centres undefined)	i	20.8	-6.7
CCOC(=O)C[C@H]1c2ccccc2S(=O)(=O)N1C1CC1	i	11.0	-0.4
CC(C)Cn1c(CN2CCN(c3ccccc3F)CC2)nc2c1c(=O)[nH]c(=O)n2C	i	4.6	-30.8
O=C(COC(=O)c1cnccn1)NCCc1ccccc1	i	8.9	-21.2
CN(C)C(=O)Cn1nc(-c2ccccc2)c2ccccc2c1=O	i	36.7	-21.8
Cc1cc(=O)[nH]c(SCC(=O)Nc2ccc(C)c(S(=O)(=O)N3CCCCC3)c2)n1	i	7.1	-23.6
COc1ccc(S(=O)(=O)N2CCOCC2)cc1NC(=O)CN(C)CC(=O)Nc1cccc(F)c1	x	8.6	-3.1
CCOC(=O)c1ccc(S(=O)(=O)NNC(=O)c2ccc3c(c2)nc(C)n3CC)cc1	i	12.2	-10.1
O=C(COC(=O)C12CC3CC(CC(C3)C1)C2)NNC(=O)c1ccccc1	x	-1.9	-0.2
CC(C)n1c(SCC(=O)N2CCCCC2)nc2c1c(=O)n(C)c(=O)n2C	i	2.8	-16.4
CCCc1nn2c(=O)cc(CSCC(=O)Nc3cccc(OC)c3)nc2s1	i	3.3	-20.1
COc1cc(NC(=O)Cc2ccccc2)cc(OC)c1	i	32.3	-10.0
Clc1ccc(-c2nc3ccccn3c2CN2CCCCC2)cc1	i	9.0	-31.5
COc1ccc(NC(=O)CNC(=O)Cc2ccccc2)cc1	i	15.2	0.2
CC(C)n1nc(C(=O)OCC(=O)c2c[nH]c3ccccc23)c2ccccc2c1=O	i	21.4	-10.2
COCC(C)NC(C(=O)Nc1cccc(C(C)=O)c1)c1ccccc1 (centres undefined)	i	15.5	-19.8
COc1ccc(-n2c(C)ccc2-c2ccccc2)cn1	i	0.1	-25.4
NC(=O)c1ccc(Oc2ncc(C(F)(F)F)cc2Cl)cc1	i	1.0	-14.8
Cc1ccc(N(C(=O)c2csnn2)C(C(=O)NC2CCCC2)c2ccncc2)c(C)c1 (centres undefined)	i	12.5	-15.6
O=C(CSC(=S)N1CCN(c2ccccc2)CC1)Nc1nc(-c2ccccc2)c(-c2ccccc2)o1	i	0.4	-0.3
COCc1cc(=O)[nH]c(-c2csc(C)n2)n1	i	0.3	-14.3
Cc1cc(C)nc(Nc2n[nH]c(-c3ccccc3N)n2)n1	i	8.6	-15.2
COc1cccc2cc(-c3cc(=O)oc4ccc(O)cc34)oc12	i	8.5	-32.9
CC[C@@]1(C(=O)OC)N[C@H](CN(C)C(=O)Nc2ccc(OC)cc2)[C@@H]2C(=O)N(Cc3ccccc3)C(=O)[C@@H]21	x	5.7	-5.2
Cc1cc(Nc2ccc(F)cc2Cl)n2nc(C)nc2n1	i	5.3	4.4
COc1ccc(C(C(=O)NC(C)(C)C)N(C(=O)CCC(=O)Nc2cc(C)on2)c2cccc(F)c2)cc1 (centres undefined)	i	29.1	-24.1
CN(C(N)=S)c1ccccc1	i	-3.8	-13.5
N=c1c(S(=O)(=O)c2ccccc2)cc2c(=O)n3ccccc3nc2n1Cc1cccnc1	i	16.6	-30.9
CC(=O)Oc1ccc(C(=O)NCCc2ccccc2)cc1	i	7.5	4.3
O=C(NNC(=S)NC(=O)c1ccccc1)c1ccc([N+](=O)[O-])cc1	i	3.9	-9.8
CC(C)(C)c1ccc(OCCC(=O)OCC(=O)NC(=O)NC2CCCC2)cc1	i	12.2	-37.4
O=C(N/N=C\c1cc2c(cc1Cl)OCO2)c1ccc(Br)s1	i	0.9	-7.8
O=c1c2ccccc2c(-c2ccccc2)nn1-c1cc(Cl)cc(Cl)c1	i	10.6	-15.1
O=C(O)C1C2CCC(C2)C1C(=O)NCCc1ccccc1 (centres undefined)	i	2.3	3.3
COc1cccc(CNC(=O)c2cc(C3CC3)nc3c2cnn3C(C)C)c1	x	4.9	17.4
C=C1CCN(CC(=O)OC)S(=O)(=O)c2ccccc21	i	26.6	4.6
Cc1cccc(NC(=O)c2ccc(Cl)c(S(=O)(=O)N3CCCCCC3)c2)n1	x	6.3	-7.0
CCOC(=O)C(NC(=O)CC(C)C)(Nc1sc(C)c(CC)c1C#N)C(F)(F)F (centres undefined)	i	29.2	-50.7
O=C(C1CCN(S(=O)(=O)c2ccc(Br)s2)CC1)N1CCc2ccccc21	i	-0.6	-12.4
O=C(CC12CC3CC(CC(C3)C1)C2)NC(Cc1ccccc1)C(=O)O (centres undefined)	i	6.0	-3.6
COc1ccc(C)cc1N(C(=O)CNC(=O)c1ccco1)C(C(=O)NCC1CCCO1)c1ccccc1 (centres undefined)	i	19.6	-17.0
COc1ccc(F)c(-c2nc(CN3CCN(C(=O)c4ccco4)CC3)c(C)o2)c1	i	8.2	-13.3
COc1ccc(N2C(=O)CC(Sc3nc4ccccc4s3)C2=O)cc1OC (centres undefined)	i	18.3	-3.9
COC(=O)C1=C(C)NC2=C(C(=O)CC(C)(C)C2)C1c1ccccn1 (centres undefined)	i	6.8	-1.4
Cc1ccc(-c2noc(CCCOc3ccc(Cl)cc3Cl)n2)cc1	i	9.4	-11.0
CN(C(=O)CC1C(=O)NCCN1CC1CCCCC1)C1CCOCC1 (centres undefined)	i	24.1	-11.7
CCCCCCn1c(N2CCC(C)CC2)nc2c1c(=O)[nH]c(=O)n2C	i	4.9	-34.1
CCOc1ccc(CNc2ccc3c(c2)ncn3C(C)(C)C)cc1	i	4.7	-24.5
O=C(c1ccc(Cl)cc1)N(c1ccccn1)C1CCCCC1	i	4.5	-23.9
C/C(=C\C(=O)c1c(O)cc(C)oc1=O)N(C)C	i	4.0	-17.7
CC(C)CCc1noc(CN2CCN(CC(=O)NC(C)C)CC2)n1	i	15.1	-11.6
CCOC(=O)N1CCN(CCC(=O)Nc2cc(OC)ccc2OC)CC1	i	23.4	-7.0
Cc1ccccc1Cn1cnc2ccccc21	i	15.1	7.9

Rewritten as labelled records: part of the list above
compound: COc1cccc(CNC(=O)c2cc(C3CC3)nc3c2cnn3C(C)C)c1
  CHT allo act: x; OX1R antag-1: 4.9; OX1R antag-2: 17.4
compound: C=C1CCN(CC(=O)OC)S(=O)(=O)c2ccccc21
  CHT allo act: i; OX1R antag-1: 26.6; OX1R antag-2: 4.6
compound: Cc1cccc(NC(=O)c2ccc(Cl)c(S(=O)(=O)N3CCCCCC3)c2)n1
  CHT allo act: x; OX1R antag-1: 6.3; OX1R antag-2: -7.0
compound: CCOC(=O)C(NC(=O)CC(C)C)(Nc1sc(C)c(CC)c1C#N)C(F)(F)F (centres undefined)
  CHT allo act: i; OX1R antag-1: 29.2; OX1R antag-2: -50.7

Other structures follow:
SMILES	CHT allo act	OX1R antag-1	OX1R antag-2
CN(C(=O)CSc1nnnn1-c1ccccc1)C1CCS(=O)(=O)C1 (centres undefined)	i	10.4	-13.7
Cc1ccc(OC(=S)Nc2ccccc2)c(C)c1	i	16.1	-4.5
CC(=O)OCc1nc2ccccc2s1	i	5.0	-2.5
O=C(c1ccccc1)c1cccn1CC(=O)N1CCCCCC1	i	14.5	-5.3
Cc1cccc(C(=O)Nc2cccc(OC(=O)c3cccc(C)c3)c2)c1	i	31.8	-23.3
CN(C)S(=O)(=O)N(CC(=O)Nc1ccc(F)c(F)c1)c1ccccc1	i	4.3	-17.9
CCc1ccc(NC(=O)C2CCN(S(=O)(=O)c3ccc4c(c3)N(C(C)=O)CCO4)CC2)cc1	i	7.0	-19.7
Cc1ccc(CNC(=O)c2ccc(OCC3CCCO3)cc2)cc1 (centres undefined)	i	12.0	-20.3
Cc1ccc(S(=O)(=O)N2CCN(c3ccnc4cc(Cl)ccc34)CC2)cc1C	i	54.6	25.5
CCCOc1ccc(N2C(=O)CC(N(CCCO)C(=O)CC)C2=O)cc1 (centres undefined)	i	2.9	-26.2
COc1cc(/C=C2/SC(=S)N(Cc3ccccc3)C2=O)ccc1OS(C)(=O)=O	i	0.8	0.9
Cc1ccc(C2C3=C(Nc4[nH]n(-c5ccccc5)c(=O)c42)c2ccccc2C3=O)cc1 (centres undefined)	i	47.8	-10.1
Cc1csc(SCC(=O)NC(=O)NC2CCCC2)n1	i	6.0	-27.8
CC1=C(C(=O)NCCc2ccc(C)cc2)C2(CCC(C)CC2)OC1=O (centres undefined)	i	13.3	-38.0
CCSc1nc(N)c2c(C)c(C)sc2n1	i	34.0	-30.7
CCc1nc2ccccc2c(=O)n1/N=C/c1ccc(OC)cc1	i	3.3	-30.0
COCCCNC(=O)CCN1C(=O)COc2ccccc21	i	15.8	8.8
Cc1cc(C[n+]2cc(Br)ccc2N)c2ncccc2c1	8.47*	10.6	-18.8
N=c1sccn1CC(=O)NC(=O)NC1CCCC1	i	7.0	-15.3
CCOCCCNC(=O)c1c[nH]c2ccc(OCC)cc2c1=O	i	8.4	-20.1
CC1(C)CC(=O)C2=C(C1)Oc1ncn(CCO)c(=N)c1C2c1ccccc1 (centres undefined)	i	6.0	-23.4
COc1ccc(/C(O)=C2/C(=O)C(=O)N(CCN3CCNCC3)C2c2cccc([N+](=O)[O-])c2)cc1 (centres undefined)	i	15.7	0.3
COc1ccc(N2CCN(CC(=O)Nc3ccc(C)c(C)c3)CC2)cc1	i	27.1	-15.1
Cc1ccc(-c2nnc(CCC(=O)NCC3C4CC5CC(C4)CC3C5)o2)s1 (centres undefined)	i	7.6	-34.6
COc1ccc(CN(C(=O)CSc2nnc(-c3ccccc3F)o2)c2ccc(F)cc2)cc1	i	33.2	7.1
C=CCN1C(=O)c2ccc(C(=O)N3CCN(c4ccccc4OC)CC3)cc2C1=O	i	26.2	-19.4
CC(=O)NCC(=O)NC(C(=O)Nc1ccc2c(c1)OCCO2)c1ccc(C)cc1 (centres undefined)	i	-8.0	-21.4
Cc1nnc(C)n1/N=C/c1ccc(O)cc1	i	4.4	-6.1
O=C(CSCc1ccc(Cl)cc1)Nc1ccccc1C(=O)N1CCOCC1	i	14.0	-10.3
COc1ccc(-n2c(CCc3ccccc3)nnc2SCC(=O)c2ccccc2)cc1	i	32.3	-16.6
COc1ccc(-c2nc3c(n2O)CCC/C3=N\O)cc1	i	0.8	-5.5
O=C(O)CC(NC(=O)C12CC3CC(CC(C3)C1)C2)c1ccc(F)cc1 (centres undefined)	i	7.5	-15.7
Cc1cc(O)c(-c2cc(C(=O)Nc3cccnc3)[nH]n2)cc1C	i	36.5	-16.2
CCOc1cc2c(cc1OCC)C(c1ccccc1)N(c1ccccc1)C(=O)C2 (centres undefined)	i	3.1	-23.0
CC(=O)c1ccc(NC(=O)c2ccc3nc(C)sc3c2)cc1	i	60.9*	0.8
Cc1nn(C(C)C(=O)NCCCN2CCCCC2C)c(=O)c2c1sc1ccccc12 (centres undefined)	i	5.0	-34.9
Cc1nc(C)n(CC(C)C(=O)N2CCN(S(=O)(=O)c3ccc(Cl)cc3)CC2)n1 (centres undefined)	i	13.4	-16.6
CC(C)(C)NC(=S)NCc1cccnc1	i	6.8	8.2
Cc1cccc2cc(C#N)c(SCc3nnc(-c4ccccc4[N+](=O)[O-])o3)nc12	i	6.2	-4.7
Cc1ccc2[nH]c(=O)c(CNC(C)C)cc2c1	i	7.5	-11.9
CC(OC(=O)CCc1ccccc1)C(=O)Nc1ccc(Cl)cn1 (centres undefined)	i	13.8	-7.8
O=C(COc1c(Cl)cccc1Cl)Nc1ccccc1N1CCCC1	i	7.4	-35.0
Cc1nnc(SCC(=O)c2c(N)n(C)c(=O)n(C)c2=O)n1Cc1ccccc1	i	10.9	-2.0
Cc1cccc(C)c1NC(=O)c1cccc2c1C(=O)N(C1CCCCC1)C2	i	14.9	-5.6
O=C1NC(c2cccnc2)C(C(=O)c2cccs2)C(O)(C(F)(F)F)N1 (centres undefined)	i	31.4	-5.2
OC(CNCc1ccco1)Cn1c2ccccc2c2ccccc21 (centres undefined)	i	9.9	3.5
COc1ccc(OC)c(S(=O)(=O)NC(C)c2cnn(-c3ccccn3)c2C)c1 (centres undefined)	i	19.7	-10.8
CCC(C)NC(=O)CSc1nc2cc(S(=O)(=O)N3CCOCC3)ccc2n1CC (centres undefined)	i	6.0	-15.1
COC(=O)c1cccc(Nc2ncnc3ccc(C)cc23)c1	i	15.4	-33.3
Cc1nc2ccccc2c2oc(C(=O)NCCN3CCCCC3C)cc12 (centres undefined)	i	19.4	-7.9
Cc1nc2ncnn2c(Nc2ccc3c(c2)OCO3)c1Cc1ccccc1	i	7.8	16.8

3 compounds already listed, sorted by the value under OX1R antag-2, low to high.
| Molecule | OX1R antag-1 | OX1R antag-2 |
| --- | --- | --- |
| COC(=O)c1cccc(Nc2ncnc3ccc(C)cc23)c1 | 15.4 | -33.3 |
| Cc1nc2ccccc2c2oc(C(=O)NCCN3CCCCC3C)cc12 (centres undefined) | 19.4 | -7.9 |
| Cc1nnc(SCC(=O)c2c(N)n(C)c(=O)n(C)c2=O)n1Cc1ccccc1 | 10.9 | -2.0 |
